CRFR2-BP ag: agonists of CRF-BP/CRF-R2 complex, primary screen, cell-based, HEK293, calcium dye fluorescence, uHTS | CRF-binding protein / CRF receptor 2 complex (human) | calcium dye fluorescence (FLIPR); percent of saturating CRF peptide response | activation, % at 13.2 µM | actives 0.46% (n = 350,000) | AID 588473, 2011;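 active means activation of at least 50%, plus an integration ratio under a set limit after plate pattern correction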;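 further: plate controls were neutral control wells without compound for no effect and CRF at EC100 for full effect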
CRFBP-R2 block: antagonists of CRF-BP/CRF-R2 complex, primary screen, cell-based, HEK293, calcium dye fluorescence, uHTS | CRF-induced calcium fluorescence | inhibition, % at 11.8 µM | actives 0.59% (n = 350,000) | AID 588475, 2011;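 active means inhibition of the ligand-induced calcium signal above about 50% at the single tested concentration, limit read from the data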
M5 antag: human M5 muscarinic receptor antagonists, primary screen, CHO cells, Fluo-8 calcium fluorescence; CHO-hM5 cells, ACh EC80; inhibition, % at 3 µM; actives 0.59% (n = 360,000); AID 624040, 2012;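 active means inhibition above a per-plate cutoff, the mean of that plate's test compounds plus 3 SD, cut at about 27% in these data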;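 further: 0% = acetylcholine EC80 with DMSO and 100% = DMSO without agonist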
Target sequence (P08912 whole entry, looked up): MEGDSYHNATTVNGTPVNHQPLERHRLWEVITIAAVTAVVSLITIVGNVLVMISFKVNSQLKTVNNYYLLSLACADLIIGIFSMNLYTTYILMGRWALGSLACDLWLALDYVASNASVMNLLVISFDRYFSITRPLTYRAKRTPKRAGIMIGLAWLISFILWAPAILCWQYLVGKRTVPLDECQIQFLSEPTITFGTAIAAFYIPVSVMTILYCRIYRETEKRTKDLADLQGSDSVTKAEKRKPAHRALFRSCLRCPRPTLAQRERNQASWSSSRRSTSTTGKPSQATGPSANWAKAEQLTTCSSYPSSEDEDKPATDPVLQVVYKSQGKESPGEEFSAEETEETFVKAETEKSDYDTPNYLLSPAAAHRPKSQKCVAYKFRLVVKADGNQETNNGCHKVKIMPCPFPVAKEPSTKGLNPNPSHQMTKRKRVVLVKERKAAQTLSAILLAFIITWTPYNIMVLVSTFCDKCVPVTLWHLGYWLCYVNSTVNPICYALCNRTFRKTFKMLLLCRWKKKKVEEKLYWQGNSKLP
M4 antag: human M4 muscarinic receptor antagonists, primary screen, CHO cells, Fluo-8 calcium fluorescence; actives 0.73% (n = 360,000); Muscarinic acetylcholine receptor M4 (Homo sapiens), P08173; CHO-hM4 cells, ACh EC80; inhibition, % at 3 µM; AID 624125, 2012;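 active means inhibition above its plate's cutoff, the mean inhibition of sample wells plus 3 SD, cut at about 27% in these data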;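 further: 0% = acetylcholine EC80 with DMSO and 100% = DMSO without agonist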
Target sequence (P08173 whole entry, looked up): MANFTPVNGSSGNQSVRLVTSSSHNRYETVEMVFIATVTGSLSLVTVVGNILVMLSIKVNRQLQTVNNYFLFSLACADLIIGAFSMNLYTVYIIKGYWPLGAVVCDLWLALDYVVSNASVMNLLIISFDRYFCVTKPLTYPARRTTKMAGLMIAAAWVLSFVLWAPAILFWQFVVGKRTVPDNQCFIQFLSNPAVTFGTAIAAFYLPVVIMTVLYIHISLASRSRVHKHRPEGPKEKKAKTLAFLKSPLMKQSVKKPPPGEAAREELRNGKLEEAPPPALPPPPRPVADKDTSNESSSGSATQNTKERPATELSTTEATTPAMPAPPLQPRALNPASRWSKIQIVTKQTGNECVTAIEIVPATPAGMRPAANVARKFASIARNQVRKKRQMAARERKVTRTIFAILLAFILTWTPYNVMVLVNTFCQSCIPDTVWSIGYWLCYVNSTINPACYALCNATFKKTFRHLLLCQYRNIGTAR
M4 PAM: human M4 muscarinic receptor positive allosteric modulators, primary screen, CHO-K1 cells, Fluo-8 calcium fluorescence; activation, % at 3 µM; actives 0.4% (n = 360,000); Muscarinic acetylcholine receptor M4 (Homo sapiens), P08173; CHO-K1 hM4/Gqi5, ACh EC20; 0% = ACh EC20, 100% = maximal ACh;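 active means activation above its plate's cutoff, the mean activation of sample wells plus 3 SD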; further: some results filed as inactive read as strong as hits
M5 ag: human M5 muscarinic receptor agonists, primary screen, CHO-K1 cells, Fluo-8 calcium fluorescence; AID 624037, 2012; actives 0.19% (n = 360,000); activation, % at 3 µM; Muscarinic acetylcholine receptor M5 (Homo sapiens), P08912; CHO-K1 hM5 cells; 0% DMSO wells, 100% maximal acetylcholine response;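 active means activation above the run's mean over test compounds plus 3 SD, cut at about 23% in these data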;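 further: signal is peak over basal fluorescence ratio across the kinetic read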
IDE inh: human IDE inhibitors in live cells, primary screen, fluorescence polarization, HEK cells, FAbetaB substrate; actives 0.41% (n = 320,000); FAbetaB cleavage; inhibition, % at 5.59 µM; Insulin-degrading enzyme (Homo sapiens), P14735;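 active means percent inhibition above the average of all tested compounds plus 3 SD, set per screening campaign, cut at about 16% in these data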;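 further: IDE supplied by intact live HEK cells; FP after avidin binding of uncleaved biotin substrate so inhibition keeps polarization high; 0% = DMSO wells and 100% = 60 µM reference IDE inhibitor Ii1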
M5 PAM: human M5 muscarinic receptor positive allosteric modulators, primary screen, CHO-K1 cells, Fluo-8 calcium fluorescence; Muscarinic acetylcholine receptor M5 (Homo sapiens), P08912; CHO-K1 hM5, ACh EC20 PAM; 0% = ACh EC20, 100% = ACh EC100; activation, % at 3 µM; actives 0.3% (n = 360,000); AID 624038, 2012;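 active means activation above the run cutoff, the mean activation of all test compounds plus 3 SD, cut at about 18% in these data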
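Assay system – human M5 receptor in CHO-K1 cells · Read-out – % activation, ACh-normalized · Technique – Fluo-8 calcium fluorescence · Dosing – single-point, 3 µM nominal · Incubation – Fluo-8 loading 80 min at 37 °C plus 30 min room temperature · Repeats – singlicate, one well per test compound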
M4 ag: human M4 muscarinic receptor agonists, primary screen, CHO-K1 cells, Fluo-8 calcium fluorescence; Muscarinic acetylcholine receptor M4 (Homo sapiens), P08173; CHO-K1 hM4/Gqi5; vehicle 0%, full acetylcholine response 100%; activation, % at 3 µM; actives 0.14% (n = 360,000);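 active means activation above the run mean over all test wells plus 3 SD, cut at about 32% in these data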;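 further: peak over basal fluorescence ratio per well then scaled between controls; 0% = DMSO wells and 100% = acetylcholine at EC100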
An asterisk follows results filed as active; · = no result given.

SMILES,CRFR2-BP ag,CRFBP-R2 block,M5 antag,M4 antag,M4 PAM,M5 ag,IDE inh,M5 PAM,M4 ag
O=C(Nc1ccc2c(c1)CCC2)c1ccccc1,-3.6,-10.7,6.0,-9.5,2.1,-7.6,-3.1,-1.1,-1.8
Cc1ccc(S(=O)(=O)Cc2ccc(C(=O)N3CCC(C)CC3)cc2)cc1,-0.9,22.0,3.6,-1.8,3.7,-2.5,1.8,0.9,2.5
CC(=O)Nc1ccc(SCC(=O)N(CCC#N)c2cc(C)cc(C)c2)cc1,-0.4,7.1,-1.9,-4.0,-0.6,0.6,3.2,-5.1,3.1
CC(=O)Nc1c(-c2ccc(Cl)cc2)c(=O)c2ccccc2n1C,-3.2,-3.2,7.1,-13.3,4.7,-0.7,-0.2,-4.8,0.7
COc1ccc(C)cc1NC(=O)C(OC(=O)c1cnc(C)cn1)c1ccccc1 (configuration not stated),-2.5,6.5,5.2,0.4,9.2,2.7,-0.6,2.0,-1.2
C/C(=N\Nc1ccc(C(F)(F)F)cn1)c1ccncc1,-0.8,4.6,1.4,-10.1,20.9*,-5.2,8.1,8.5,6.0
O=C1OCC/C1=C\NCCCN/C=C1\CCOC1=O,-3.9,11.7,12.2,-7.8,5.0,-0.2,·,2.3,0.2
CCCOC(=O)CN1C(=O)c2ccc(C(=O)OCCC)cc2C1=O,-0.1,0.3,-7.2,0.4,0.5,-1.9,2.9,2.5,-1.9
COCCSc1ccccc1C(=O)N1CCCC1,9.9,-6.0,-5.5,6.1,4.8,0.5,-1.9,4.2,0.6
O=C(/C=C/[C@H]1O[C@@H](n2ccc(=O)[nH]c2=O)[C@H](O)[C@@H]1O)NCc1ccccn1,·,·,1.0,-0.7,9.3,2.0,·,-0.1,0.8
S=C(NCc1ccco1)NCc1ccco1,-0.3,-7.5,14.4,-12.8,3.5,1.8,·,6.0,0.9
COc1cc(/C=C2\SC(=S)N(C(C(=O)O)c3ccccc3)C2=O)cc(OC)c1OC (configuration not stated),2.2,-0.1,7.8,0.4,2.2,5.5,3.6,2.4,-0.8
CCCCNCCCOc1cc(Cl)ccc1Cl,2.0,-19.4,1.8,3.5,-8.0,-5.8,1.3,-4.3,2.1
CCCn1cc(CN2CCCC(C(=O)c3ccc4c(c3)OCO4)C2)c(C)n1 (configuration not stated),-0.5,1.1,16.2,10.0,-10.6,-7.8,-3.8,-6.5,8.0
O=C(COC(=O)/C(=C/c1cccs1)c1cccs1)NCc1ccccc1Cl,2.0,-2.6,5.4,6.7,-5.3,-3.6,4.4,-4.8,0.7
COCCCn1c(=NC(C)=O)c(C#N)cc2c(=O)n3cccc(C)c3nc21,7.0,-0.3,5.4,12.1,-3.8,-1.9,-4.0,3.8,-0.1
CC1CN(C(=O)c2ccc(C(=O)c3ccccc3)cc2)CC(C)O1 (configuration not stated),-1.6,12.0,-14.1,-14.4,17.6,3.3,2.3,2.0,3.2
O=C(CCl)Nc1cc(SCC(O)CO)cc([N+](=O)[O-])c1 (configuration not stated),2.3,2.7,-0.1,-6.7,2.3,0.6,·,-5.4,0.9
O=C(c1ccc(Cl)nc1)N1CCN(S(=O)(=O)c2ccc(Cl)cc2)CC1,-1.6,6.8,9.3,1.8,-3.2,-4.0,-0.7,1.8,1.4
CCCCSCc1cc(C(=O)O)oc1C(C)(C)C,-0.3,4.8,1.8,2.0,0.8,-6.7,-3.0,-7.0,0.1
CCOC(=O)c1ccc2c(c1)nc(C1CCN(S(=O)(=O)c3cccs3)CC1)n2CC,0.5,-8.3,14.5,12.6,-21.4,5.1,-0.6,-21.8,18.3
CCCC[n+]1ccn(-c2nc3ccccc3nc2[N-]S(=O)(=O)c2ccc(Br)cc2)c1,4.3,-6.5,3.5,8.5,1.0,1.5,5.4,9.0,1.0
O=C1Nc2ccccc2C12OCC(COc1ccc(Cl)cc1)O2 (configuration not stated),0.2,-23.6,7.6,0.7,-6.8,1.5,-4.0,-16.5,6.4
CN(CC(=O)Nc1ccc(F)c(F)c1F)C(=O)/C=C/c1ccc(Cl)cc1,-4.2,22.4,-5.2,2.6,-1.7,-3.4,-1.7,3.4,0.3
COc1ccc(S(=O)(=O)N2CCC[C@H]2C(=O)N2CCC[C@H]2C(=O)NCc2ccccn2)cc1C,·,·,-0.1,1.8,4.1,1.5,·,-6.0,1.6

Records listed so far printed as active in M4 PAM:
structure | CRFR2-BP ag | CRFBP-R2 block | M5 antag | M4 antag | M4 PAM | M5 ag | IDE inh | M4 ag
C/C(=N\Nc1ccc(C(F)(F)F)cn1)c1ccncc1 | -0.8 | 4.6 | 1.4 | -10.1 | 20.9* | -5.2 | 8.1 | 6.0

Later entries
SMILES,CRFR2-BP ag,CRFBP-R2 block,M5 antag,M4 antag,M4 PAM,M5 ag,IDE inh,M5 PAM,M4 ag
CCc1nc2ccc(C(=O)NCc3ccc(OC)cc3)cn2c1N(CC)CCOC,·,·,7.0,-7.1,1.2,-1.9,·,-3.1,0.4
CCOC(=O)c1ccc(NC(=O)N2CCN(C(=O)c3ccco3)CC2)cc1,-0.1,0.6,-2.3,-2.1,6.7,1.0,2.3,2.8,2.8
O=C(O)CCC(=O)NN1C(=O)c2ccccc2NC1c1ccc(F)cc1 (configuration not stated),-2.6,10.5,13.4,8.0,-0.3,-2.9,0.4,-1.0,0.3
C[C@@H](O)CNC(=O)c1[nH]cnc1C(=O)Nc1ccc(CNC(=O)OC(C)(C)C)cc1,1.0,-3.7,0.0,-5.8,-4.0,0.9,·,-6.2,14.7
Cc1csc(NC(=O)CSc2nnc3ncccn23)n1,4.1,5.8,-11.8,-11.2,11.6,3.8,5.7,6.0,2.5
COc1ccc(/C=C2\SC(=S)N(CCCC(=O)NNC(=O)c3ccccc3O)C2=O)cc1,0.0,-24.3,12.9,-6.8,11.9,-3.6,5.5,-6.5,0.4
Nc1cccc(-c2nc3ccc(N)cc3s2)c1,-1.2,38.0,-0.1,0.7,-2.3,-0.5,2.5,2.2,2.7
O=C1C2(c3ccccc3)CN(CCO)CC1(c1ccccc1)CN(CCO)C2,-1.8,5.7,-0.3,4.5,2.1,-0.3,0.9,-0.5,0.0
COc1ccc(C[C@H]2CN3C(=NC[C@H]3C)N2CCNC(=O)c2ccc(C)c(Br)c2)cc1,-0.5,-14.0,16.5,22.7,-10.2,-8.6,-2.7,-26.0,1.6
O=C(O)c1ccc(N(c2ccccc2)c2ccccc2)cc1,-2.8,5.9,-2.5,1.7,7.3,-7.8,-0.6,2.8,0.7
Cc1ccc(NS(=O)(=O)c2ccc(C(C)C)cc2)cc1S(=O)(=O)N1CCOCC1,0.8,-10.7,7.4,-6.1,-3.8,6.8,-2.0,-12.0,6.6
C=CCn1c(C(CC)CC(C)(C)O)n[nH]c1=S (configuration not stated),0.0,-4.2,1.4,-0.7,9.7,-2.3,-1.2,-2.0,0.6
CSc1ccc(C(=O)NCC(=O)O)cc1[N+](=O)[O-],-1.2,5.3,-2.0,4.3,16.4,2.0,3.0,7.8,0.1
O=C1c2ccc(Cl)cc2S(=O)(=O)c2cccc(C(=O)N3CCN(c4ncc(Br)cn4)CC3)c21,-1.0,-1.6,7.1,2.4,-1.8,-1.9,-4.2,-1.5,1.0
COc1ccccc1N1CCN(CC(O)COc2ccc3c(c2)OCO3)CC1 (configuration not stated),-2.0,2.5,2.6,-5.4,-2.6,-8.7,-1.1,-4.5,2.5
COc1ccc(N(CC(=O)NCc2cccs2)S(=O)(=O)c2ccc(C(C)=O)cc2)cc1,-2.0,-8.8,15.1,-0.7,-5.9,5.0,·,-7.5,12.7
CCCOc1ccc(C(=O)NC(=S)Nc2nc(C)c(C(=O)N(C)C)s2)cc1,-4.6,-37.6,5.0,-16.4,-2.2,-5.8,0.1,-11.8,4.4
COCCN1C=C(C(=O)OC)C(c2ccccc2Cl)C(C(=O)OC)=C1,-1.3,3.7,-2.2,-9.6,-0.6,0.8,1.7,2.4,-0.1
Cc1ccc(-n2c(SCC(=O)Nc3ccc4c(c3)OCCO4)nnc2-c2ccco2)cc1,0.5,-37.9,-4.7,0.6,7.9,0.7,1.5,8.5,-1.5
CCCc1nc2c(c(=O)c3ccccc3n2C)c(=O)n1C1CCCCCC1,137.4*,-82.8,1.5,-10.3,-1.0,1.1,7.9,-4.7,22.3
COc1cc(/C=N/NC(=O)NC2CCCCC2)cc(OC)c1O,0.2,7.3,6.2,-4.5,5.4,1.4,-3.2,-3.1,-0.1
O=C(c1ccc(N2CCN(C(=O)c3ccccc3)CC2)cc1)c1cccc(F)c1,-0.1,12.1,16.9,-7.9,-8.9,1.5,-0.4,-9.9,24.5
CCc1ccc(NC(=O)c2ccc(-n3cncn3)c([N+](=O)[O-])c2)cc1,-0.4,-8.1,10.2,-25.2,-7.0,-0.9,-1.1,-14.1,19.3
COCc1ccc(CN2CCCC(CCC(=O)NCc3cccc(OC)c3)C2)o1 (configuration not stated),-1.3,-2.0,1.1,-3.3,-4.0,-3.4,3.2,-1.5,0.1
COc1cccc(CN2CCSCC2)c1,0.8,1.9,-6.9,-5.1,8.2,-1.2,0.7,3.1,1.1
CC1(C(=O)NS(=O)(=O)c2ccc(F)cc2F)CCN1C(=O)C1CCCCC1 (configuration not stated),·,·,-0.6,3.0,-1.9,0.5,·,-3.1,0.3
NS(=O)(=O)c1ccc(NC(=S)NC2CCCCCC2)cc1,-1.4,7.8,-2.8,-5.9,5.7,-2.9,1.4,-3.2,1.8
CCCCC1C2=C(CCCC2=O)OC2=C1C(=O)CCC2,-0.7,7.7,4.6,0.5,1.1,-0.8,0.4,-2.8,0.8
CCOC(=O)[C@H]1[C@H]2COc3ccc(C)cc3[C@@H]2N2C(=O)CN(Cc3ccccc3)C(=O)[C@@]12C,-0.8,6.1,4.2,7.7,-12.8,-7.9,-2.9,-2.8,3.7
CCOc1ccc(N2C(=O)c3ccc(C(=O)OCc4c(C)noc4C)cc3C2=O)cc1,-0.4,-3.1,-6.5,-10.8,13.7,-4.4,7.6,4.6,1.0
CCN(CC(=O)N1CCOCC1)S(=O)(=O)c1cc(Cl)ccc1Cl,1.4,-1.6,16.1,3.2,-1.9,-0.1,0.4,-4.9,0.3
Cc1ccc(S(=O)(=O)N(C)[C@H]2C[C@H]3c4[nH]c5ccccc5c4CCN3C[C@H]2[C@H](C)O)cc1,·,·,-4.7,-8.4,3.5,0.4,·,4.8,1.4

Bioassay records: PubChem, several laboratories
